Assay outcomes from PubChem.
TDP1 block – qHTS Assay for Inhibitors of Tyrosyl-DNA Phosphodiesterase (TDP1); recombinant TDP1, AlphaScreen DNA substrate cleavage; Potency, µM (titrated, usually from 130 µM), without a hit: top-dose activity change, negative = inhibition, actives largely listed as inhibitors; 350,000 compounds, 0.28% hits; Tyrosyl-DNA phosphodiesterase 1 (Homo sapiens), Q9NUW8; note: nearly all actives have a fitted effect of over 40% in size
Target sequence (Q9NUW8 whole entry, looked up): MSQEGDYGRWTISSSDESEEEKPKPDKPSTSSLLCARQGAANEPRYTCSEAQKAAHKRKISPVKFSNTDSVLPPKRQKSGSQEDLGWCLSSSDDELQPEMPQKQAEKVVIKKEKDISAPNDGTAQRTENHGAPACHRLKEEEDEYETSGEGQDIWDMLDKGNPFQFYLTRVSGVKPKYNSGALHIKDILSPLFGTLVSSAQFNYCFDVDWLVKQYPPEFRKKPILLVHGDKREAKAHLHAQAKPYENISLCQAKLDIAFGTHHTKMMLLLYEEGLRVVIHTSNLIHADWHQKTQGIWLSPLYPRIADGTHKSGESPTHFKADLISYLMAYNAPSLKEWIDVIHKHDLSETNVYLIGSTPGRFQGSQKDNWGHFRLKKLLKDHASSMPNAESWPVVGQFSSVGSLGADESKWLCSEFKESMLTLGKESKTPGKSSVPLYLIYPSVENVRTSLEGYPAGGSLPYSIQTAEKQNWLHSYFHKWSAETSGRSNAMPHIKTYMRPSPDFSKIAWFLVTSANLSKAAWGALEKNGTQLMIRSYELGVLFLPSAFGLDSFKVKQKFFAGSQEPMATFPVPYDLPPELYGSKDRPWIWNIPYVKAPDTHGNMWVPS
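Recombinant E. coli-expressed Tdp1 (1 nM) preincubated with compound 15 min at RT, then 5'-biotin/3'-phosphotyrosine-FITC DNA substrate (15 nM) added for 5 min. AlphaScreen beads (10 ug/ml) added, 10 min RT; tyrosine-FITC cleavage read as signal loss.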
FEN1 inhibitor – qHTS Assay for the Inhibitors of Human Flap endonuclease 1 (FEN1); P39748; Recombinant FEN1 flap cleavage, fluorescence, 15 min; Potency, µM (series often up to 114 µM), without a hit: top-dose activity change, negative = inhibition, most hits filed as inhibitors; 390,000 compounds, 0.35% hits; AID 588795, 2011; note: nearly all actives have a fitted effect of over 65% in size
Target sequence (P39748 whole entry, looked up): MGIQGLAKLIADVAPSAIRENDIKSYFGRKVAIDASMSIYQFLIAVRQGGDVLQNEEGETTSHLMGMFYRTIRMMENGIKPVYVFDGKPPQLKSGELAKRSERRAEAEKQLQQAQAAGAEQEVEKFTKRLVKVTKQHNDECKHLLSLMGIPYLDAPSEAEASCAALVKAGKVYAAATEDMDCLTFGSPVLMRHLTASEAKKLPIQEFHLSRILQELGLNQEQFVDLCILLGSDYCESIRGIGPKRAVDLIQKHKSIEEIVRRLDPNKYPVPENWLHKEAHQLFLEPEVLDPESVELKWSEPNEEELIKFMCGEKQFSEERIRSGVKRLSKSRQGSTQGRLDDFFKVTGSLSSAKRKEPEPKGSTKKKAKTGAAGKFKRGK
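Reaction started by adding substrate (50 nM final) to 10 nM enzyme after 15 min room-temperature compound preincubation. Reads at 0 and 15 min, with data normalized and fitted to a four-parameter Hill equation.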
N370S GC – qHTS Assay for Inhibitors and Activators of N370S glucocerebrosidase as a Potential Chaperone Treatment of Gaucher Disease. Lysosomal acid glucosylceramidase (Homo sapiens), P04062. N370S GC spleen homogenate, 4MU-glucoside fluorescence. Potency, µM (series often up to 59.4 µM), without a hit: top-dose activity change, negative = inhibition, actives largely listed as inhibitors. 330,000 compounds, 0.092% hits;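 note: 0% = full enzyme activity and -100% = no enzyme basal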
* hit, by the source's call; ? = inconclusive; · = not tested or not shown; & = joins results of further samples; [ ] = another dose, or the depositor's remark. Calls come from the whole dose curve; as a rule, active = well fitted curve in the direction sought with a large enough effect; inconclusive = small, poorly fitted or top-dose-only effect, or another doubt; inactive = no such curve, though single readings can be large; an effect the other way counts as inactive or inconclusive. Unless noted, % is set by controls: 0 for no effect and ±100 for the full control effect; potency is the fitted concentration of half-maximal effect.

Compound	FEN1 inhibitor	TDP1 block	N370S GC
CC(Sc1n[nH]c(-c2cccs2)n1)C(=O)Nc1ccc(C(N)=O)cc1 (stereo not drawn)	-1%	1%	·
COc1ccc(CCNC(=O)c2ccc(Cn3c(=O)c4ccccc4n(Cc4ccccc4Cl)c3=O)cc2)cc1OC	-9%	3%	·
CC1CCN(C(=O)CSc2nc3ccccc3[nH]2)CC1	-2%	2%	3%
N#Cc1ccc(CSc2nc3c(c(=O)[nH]2)CCCC3)cc1	-2%	6%	·
Cc1ccc2c(c1)C1CN(C)CCC1N2C(=O)Nc1ccc(Cl)cc1 (stereo not drawn)	5%	2%	3%
Cc1[nH]c(C)c(C(=O)/C=C/c2ccc([N+](=O)[O-])cc2)c1C	10%	·	0%
O=C(CSc1ccncc1)Nc1ccc(S(=O)(=O)Nc2nccs2)cc1	?	·	1%
O=c1[nH]c2ccc(S(=O)(=O)N3CCCCC3)cc2[nH]c1=O	4%	4%[56.1 µM]	-20%
N#Cc1cc(-c2ccccc2)[nH]c1-c1nccc2ccccc12	0%	4%	6%
Cn1ccnc1Sc1ccc(/C=N/NC(=O)c2ccccc2O)cc1[N+](=O)[O-]	-6%	8%	?
Cn1c(=O)c2c3c(sc2n2c(SCc4ccc5c(c4)OCO5)nnc12)COC(C)(C)C3	·	0%	3%
CC(=O)c1cccc(CN2CCCC(CCC(=O)NCc3ccc(C)o3)C2)c1 (stereo not drawn)	5%	6%	-8%
O=C(Cc1ccccc1)NCC(=O)Nc1ccccc1Br	4%	9%	-1%
O=C(CCc1nc2ccccc2c(=O)[nH]1)OCc1ccc(Cl)cc1Cl	-11%	0%	4%
O=C(O)C1CCC(=O)N1Cc1ccccc1Cl (stereo not drawn)	-3%	2%	1%
Cc1ccc(-c2nn(-c3ccccc3)cc2/C=N/NC(=O)c2ccc3c(c2)OCO3)cc1	4%	3%	23%
CC1=C(c2ccc(C)c(C)c2)S(=O)(=O)N=C1N1CCN(c2cccc(C)c2)C(C)C1 (stereo not drawn)	-7%	6%	·
Fc1ccc(COc2ccc(Br)cc2CNCc2ccncc2)cc1	-27%	-4%	-7%
C=CC[C@@H]1C=C[C@H](O/N=C/[C@@H](NS(=O)(=O)c2ccc(C)cc2)[C@H](C)/C=C/CC(=O)OC)[C@@H](CO)O1	·	5%	-7%
COc1cccc(NC(=O)CSc2nnc3ccc(-c4ccncc4)nn23)c1	4%	·	-2%
COC(=O)c1ccc(NC(=O)CCc2c(C)nc3c(c2C)c(=O)n(C)c(=O)n3C)cc1	-8%	-1%	·
OC[C@H]1O[C@@H]2O[C@H]3[C@H](O)[C@@H](O)[C@@H](O[C@H]4[C@H](O)[C@@H](O)[C@@H](O[C@H]5[C@H](O)[C@@H](O)[C@@H](O[C@H]6[C@H](O)[C@@H](O)[C@@H](O[C@H]7[C@H](O)[C@@H](O)[C@@H](O[C@H]1[C@H](O)[C@H]2O)O[C@@H]7CO)O[C@@H]6CO)O[C@@H]5CO)O[C@@H]4CO)O[C@@H]3CO	-3%	2%&15%	-6%&0%
Cc1nc2sc(C(c3ccccc3)N3CCOCC3)c(O)n2n1 (stereo not drawn)	6%	5%	-1%
CCOC(=O)c1ccc(NC(=O)COC(=O)c2cccc(Oc3ccccc3)c2)cc1	-19%	3%	15%
O=c1cc(O)c2sc3nc(-c4ccccc4)cc(C(F)(F)F)c3c2[nH]1	-10%	2%	11%
Cc1nn(Cc2cccc(C(=O)Nc3ccn(Cc4c(F)c(F)cc(F)c4F)n3)c2)c(C)c1[N+](=O)[O-]	-10%	3%	7%
CCCCOCCCNC(=O)N[C@@H](CC(C)C)C(=O)O	-2%	6%	-3%
COc1ccc2c(c1)CC(C(=O)Nc1ccc(Br)c(C)c1)CO2 (stereo not drawn)	19%	1%	·
CCOc1ccccc1N1CCN(C(=O)c2cn(CC3CCCCC3)nn2)CC1	-3%	4%	-4%
C/C(=N\NC(=O)CC#N)c1cc2ccc(O)cc2oc1=O	-8%	4%	?
COc1ccc(C(=O)N2CCN(c3cccc(Cl)c3)CC2)cc1	4%	1%	-3%
Cc1ccc(SCc2nc3ccccc3n2CC(=O)Nc2ccccc2)cc1	11%	6%	-8%
O=C(C[n+]1ccc(/C=N/O)cc1)N(Cc1ccccc1)Cc1ccccc1	0%	8%	-7%
Cc1ccc(S(=O)(=O)Nc2ccccc2C(=O)NCc2cccnc2)cc1	9%	·	-19%
Cn1c(=O)[nH]c(=O)c2c1nc(SCC(=O)Nc1ccccc1)n2Cc1ccccc1	19%	2%	29%
Cc1ccc(NC(=O)[C@@H](C)NC(=O)[C@@H]2Cc3ccccc3CN2)cc1	5%	4%	-10%
Cc1ccc2occ(/C=N/NC(=O)c3ccc(O)cc3)c(=O)c2c1	-11%	2%[56.1 µM]	1%
CCN(CC)C(=O)Nc1ccc(C(=O)OC)cc1	2%	2%	18%
COc1ccccc1N(CC(=O)N1CCOCC1)S(C)(=O)=O	7%	1%	1%
COc1ccc(-c2cc3nc(C)cc(N4CC(C)CC(C)C4)n3n2)cc1 (stereo not drawn)	-13%	2%	11%

2 successive compounds from above, quoted:
Compound	FEN1 inhibitor	TDP1 block	N370S GC
COc1ccccc1N(CC(=O)N1CCOCC1)S(C)(=O)=O	7%	1%	1%
COc1ccc(-c2cc3nc(C)cc(N4CC(C)CC(C)C4)n3n2)cc1 (stereo not drawn)	-13%	2%	11%

The results go on.
Compound	FEN1 inhibitor	TDP1 block	N370S GC
CC(CC(=O)Nc1ccc(F)cc1)S(=O)(=O)c1cc2c3c(c1)CCN3C(=O)CC2 (stereo not drawn)	1%	8%	·
CC(C)(C)NC(=O)Cn1c(SCC(=O)NC2CCCC2)nc2ccccc21	9%	7%	-7%
O=C(O)c1cc(NC(=O)C2CCCO2)cc(NC(=O)C2CCCO2)c1 (stereo not drawn)	1%	-2%	1%
O=C(N/C(=C/c1cccc([N+](=O)[O-])c1)C(=O)N1CCOCC1)c1ccccc1Br	7%	5%	4%
Nc1cc(N)nc(SCC(=O)NCc2ccc3c(c2)OCO3)n1	-9%	-4%	·
CCN1C(=O)/C(=C2/Sc3ccc(OC)cc3N2C)SC1=Nc1cccc(O)c1	-8%	6%	10%
O=C(CN1CCN(S(=O)(=O)c2ccc(Br)cc2)CC1)N/N=C/c1cc([N+](=O)[O-])ccc1Cl	-1%	0%	4%
CCOC(=O)N1CCN(C(=O)c2nn(-c3cc(OC)cc(OC)c3)c(=O)c3ccccc23)CC1	·	1%	0%

Rewritten with values under each structure: entries from further up
Value order: FEN1 inhibitor | TDP1 block | N370S GC
COc1ccc(C(=O)N2CCN(c3cccc(Cl)c3)CC2)cc1
 : 4% | 1% | -3%
Cc1ccc(SCc2nc3ccccc3n2CC(=O)Nc2ccccc2)cc1
 : 11% | 6% | -8%
O=C(C[n+]1ccc(/C=N/O)cc1)N(Cc1ccccc1)Cc1ccccc1
 : 0% | 8% | -7%
Cc1ccc(S(=O)(=O)Nc2ccccc2C(=O)NCc2cccnc2)cc1
 : 9% | · | -19%
Cn1c(=O)[nH]c(=O)c2c1nc(SCC(=O)Nc1ccccc1)n2Cc1ccccc1
 : 19% | 2% | 29%
Cc1ccc(NC(=O)[C@@H](C)NC(=O)[C@@H]2Cc3ccccc3CN2)cc1
 : 5% | 4% | -10%
Cc1ccc2occ(/C=N/NC(=O)c3ccc(O)cc3)c(=O)c2c1
 : -11% | 2%[56.1 µM] | 1%
CCN(CC)C(=O)Nc1ccc(C(=O)OC)cc1
 : 2% | 2% | 18%
COc1ccccc1N(CC(=O)N1CCOCC1)S(C)(=O)=O
 : 7% | 1% | 1%
COc1ccc(-c2cc3nc(C)cc(N4CC(C)CC(C)C4)n3n2)cc1 (stereo not drawn)
 : -13% | 2% | 11%
CC(CC(=O)Nc1ccc(F)cc1)S(=O)(=O)c1cc2c3c(c1)CCN3C(=O)CC2 (stereo not drawn)
 : 1% | 8% | ·
CC(C)(C)NC(=O)Cn1c(SCC(=O)NC2CCCC2)nc2ccccc21
 : 9% | 7% | -7%
O=C(O)c1cc(NC(=O)C2CCCO2)cc(NC(=O)C2CCCO2)c1 (stereo not drawn)
 : 1% | -2% | 1%
O=C(N/C(=C/c1cccc([N+](=O)[O-])c1)C(=O)N1CCOCC1)c1ccccc1Br
 : 7% | 5% | 4%
Nc1cc(N)nc(SCC(=O)NCc2ccc3c(c2)OCO3)n1
 : -9% | -4% | ·
CCN1C(=O)/C(=C2/Sc3ccc(OC)cc3N2C)SC1=Nc1cccc(O)c1
 : -8% | 6% | 10%
O=C(CN1CCN(S(=O)(=O)c2ccc(Br)cc2)CC1)N/N=C/c1cc([N+](=O)[O-])ccc1Cl
 : -1% | 0% | 4%
CCOC(=O)N1CCN(C(=O)c2nn(-c3cc(OC)cc(OC)c3)c(=O)c3ccccc23)CC1
 : · | 1% | 0%

Further entries
Compound	FEN1 inhibitor	TDP1 block	N370S GC
CC1=C(C(=O)O)N2C(=O)C(NC(=O)c3c(F)cccc3F)C2SC1 (stereo not drawn)	4%	8%	-2%
CCCN(CC1CC1)C(=O)COC(=O)c1ccc2c(c1)C(=O)N(c1ccc(OCC)cc1)C2=O	-3%	1%	17%
C[C@@H](C(=O)NC1CCN(Cc2ccccc2)CC1)N1C(=O)N2CCc3c([nH]c4ccccc34)[C@@]2(C)C1=O	-16%	·	-1%
CCOC(=O)c1c(NC(=O)Cn2nnc(-c3ccc(Cl)cc3)n2)sc(CC)c1C	-7%	-1%	10%
CCCN(CCC)S(=O)(=O)c1ccc2c(c1)CCCN2C(C)=O	4%	4%	-24%
CCOC(=O)C1CCN(C(=O)c2oc3ccc(S(=O)(=O)N4CCCCCC4)cc3c2C)CC1	-18%	-1%	3%
CCOC(=O)C(=NC1CCS(=O)(=O)C1)NNc1ccccc1Cl (stereo not drawn)	21%	9%	0%
Cc1ccc([C@@H]2CC=C(C(=O)O)[C@H](c3ccc(Cl)cc3)N2S(=O)(=O)c2ccc(C)cc2)cc1	9%	1%	-9%
CCc1ccc(NC(=O)CSC2=Nc3ccccc3C3=NC(CCC(=O)NCc4cccs4)C(=O)N23)cc1 (stereo not drawn)	1%	0%	·
COc1ccc(CC(=O)NNS(=O)(=O)c2ccc3ccccc3c2)cc1OC	-4%	-3%	0%
CC(=O)Nc1ccn(C2CC3OCC(NC(=O)C(Cc4ccccc4)NC(=O)OC(C)(C)C)C3O2)c(=O)n1 (stereo not drawn)	6%	-1%	1%
COc1cccc(C(=O)Nc2cc(C(=O)NCCc3ccccc3)ccc2Cl)c1	-16%	4%	10%
Cc1ccc(-c2nc(CS(=O)(=O)CC(=O)N3CCOCC3)c(C)o2)cc1	0%	0%	-3%
COC(=O)C1=C(C)N(Cc2ccccc2)C(=S)N[C@H]1c1ccc(Br)cc1	8%	4%	-15%
COCC(C)NCc1cccc([N+](=O)[O-])c1 (stereo not drawn)	-1%	-10%	10%
CNCc1ccccc1Sc1ccc(OC)cc1	1%	3%	-4%
NC(=O)CSc1nnc2ccc(-c3ccco3)nn12	19%	2%	1%
CCCS(=O)(=O)N1CC(=O)N(c2ccc(C)cc2C)C(C)(C(=O)NC2CCCCCC2)C1 (stereo not drawn)	-9%	-5%	·
COc1cc2oc(=O)c(CC(=O)N3CCCCC3)c(C)c2cc1OC	17%	0%	·
CCc1c(C)nc(N2CCN(c3cccc(OC)c3)CC2)[nH]c1=O	-2%	·	-2%
CC(=O)NCCn1c(SCC(=O)NCCc2ccc(S(N)(=O)=O)cc2)nc2ccccc2c1=O	16%	-3%	-17%
CCOC(=O)C1CCCN(c2c(NCCN3CCCCC3CC)c(=O)c2=O)C1 (stereo not drawn)	2%	3%	3%
CCOC(=O)[C@@H]1CCN(Cc2ccccc2)C[C@H]1c1ccccc1	-3%	-2%	-16%
O=c1[nH]ncn2cccc12	0%	6%	-3%
Cc1ccccc1CNC(=O)c1ccc(Cn2c(SCc3cccc(F)c3)nc3cccnc32)cc1	8%	2%	·
Cn1nnnc1SCCNCc1ccc(OCc2ccccc2Cl)cc1	1%	6%	·
COc1ccc(Cl)cc1NC(=S)N1CCCC1	5%	7%	10%
CN1CCN(CCP(=O)(c2ccccc2)c2ccccc2)CC1	-13%	3%	-1%

Compounds were not picked by outcome, and some 0.53% of all compounds hit somewhere here.
